Screens (PubChem BioAssay)
DNMT1 inh: blocks human DNA methyltransferase DNMT1; P26358; DNMT1 molecular beacon, Hinp1I cleavage, fluorescence; inhibition (reported as % activation of signal), % at 10 µM; 360,000 tested, 0.83% active; AID 588458; in the data active = inhibition above about 50%
E coli Lon inh: E. coli protease La inhibition; P0A9M0; purified E. coli Lon protease, fluorescence polarization; inhibition, % at 7.94 µM; 360,000 tested, 0.42% active; AID 602123; in the data active = inhibition above about 13%, passing the limit was not always enough;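 note: 0% = enzyme with probe and DMSO and 100% = no enzyme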
LMPTP inh: blocks human LMPTP phosphatase; 360,000 tested, 0.22% active; P24666; inhibition, % at 20 µM; AID 651560; recombinant LMPTP-A, OMFP fluorogenic substrate, fluorescence intensity;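 active = compounds that cut the enzyme signal by at least half of the control window in the single-dose screen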;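 note: plate controls were DMSO wells with enzyme plus substrate for no effect and substrate without enzyme for full effect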
Target sequence (P24666 whole entry, looked up): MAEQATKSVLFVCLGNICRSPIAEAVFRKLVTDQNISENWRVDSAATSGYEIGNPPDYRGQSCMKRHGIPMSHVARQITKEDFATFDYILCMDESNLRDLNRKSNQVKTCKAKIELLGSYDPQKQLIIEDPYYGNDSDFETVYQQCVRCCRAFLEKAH
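Test system: LMPTP-A phosphatase enzyme. Amount: LMPTP-A at 0.625 nM final in the reaction. Reagent: OMFP substrate, 400 µM final. Times: 50 min at room temperature. Signal: endpoint fluorescence intensity from OMFP dephosphorylation. Read-out basis: % inhibition. Benchmarks: no-enzyme and uninhibited controls.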
STEP block: STEP (human) phosphatase inhibition. P54829. recombinant STEP, OMFP fluorogenic substrate, fluorescence. inhibition, % at 20 µM. 360,000 tested, 0.25% active;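 active = inhibition at 20 µM, scaled per plate between control wells, above about 37%, limit read from the data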;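 note: 0% = DMSO with enzyme and substrate and 100% = substrate only without enzyme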
Target sequence (P54829 whole entry, looked up): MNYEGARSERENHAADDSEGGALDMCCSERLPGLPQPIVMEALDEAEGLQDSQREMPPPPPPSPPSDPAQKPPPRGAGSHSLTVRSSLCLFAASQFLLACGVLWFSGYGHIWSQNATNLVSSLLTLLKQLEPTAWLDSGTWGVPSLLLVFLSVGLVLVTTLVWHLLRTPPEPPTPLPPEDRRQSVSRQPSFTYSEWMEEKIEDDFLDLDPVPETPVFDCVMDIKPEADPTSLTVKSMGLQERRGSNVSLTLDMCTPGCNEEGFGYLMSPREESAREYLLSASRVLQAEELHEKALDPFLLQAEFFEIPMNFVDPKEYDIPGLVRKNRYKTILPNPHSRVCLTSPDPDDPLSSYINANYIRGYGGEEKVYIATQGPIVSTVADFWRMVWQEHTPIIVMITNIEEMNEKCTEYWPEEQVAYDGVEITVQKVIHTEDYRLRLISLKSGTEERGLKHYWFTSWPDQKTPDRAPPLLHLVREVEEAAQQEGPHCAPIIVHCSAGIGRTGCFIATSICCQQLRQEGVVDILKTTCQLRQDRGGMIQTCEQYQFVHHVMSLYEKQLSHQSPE
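Material: STEP (striatal-enriched tyrosine phosphatase) enzyme, cell-free; Compound dosing: 20 µM single dose in 1% DMSO; Technique: fluorescence read at 480 nm ex / 540 nm em; Times: reaction 20 min, ambient temperature; Medium: 50 mM Bis-Tris pH 6.0 with 2.5 mM DTT and 0.005% Tween 20; Also added: OMFP at 25 µM.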
Tb MetRS inh: Trypanosoma brucei MetRS inhibition; purified T. brucei MetRS, ATP depletion, Kinase-Glo luminescence; inhibition, % at 11.9 µM; 360,000 tested, 0.4% active;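 active = inhibition above a per-plate cutoff of the control wells' mean inhibition plus 3 SD, cut at about 5.5% in these data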;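 note: 0% = DMSO wells median and 100% = median of wells with control inhibitor compound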
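Material – parasite MetRS enzyme · Medium – HEPES-MgCl2-KCl buffer plus DTT, spermine, BSA, pyrophosphatase · Reagent – ATP, methionine and E. coli bulk tRNA substrates · Times – 15 min enzyme-compound preincubation, 2 h reaction, 10 min detection, 25 °C · Measured by – luminescence of leftover ATP · Evaluation – percent inhibition relative to median high and low control wells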
NRP1-CendR mod: modulators of CendR peptide binding to human neuropilin-1 | FAM-RPARPAR peptide binding to NRP-1, fluorescence polarization | 360,000 tested, 0.85% active | O14786 | AID 602438 | inhibition, % at 25 µM;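 active = inhibition or corrected inhibition above about 18%, plus a signal ratio from 0.5 to 1.5, limit read from the data, passing the limit was not always enough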; note: strong numbers were not always called active
MsrA inh: bovine MsrA inhibition | inhibition, % at 15.5 µM | purified bovine MsrA, absorbance read-out | 360,000 tested, 0.75% active; in the data active = inhibition above about 4.5%;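 note: 0% = vehicle wells with enzyme and 100% = reference inhibitor wells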
bovine MsrA act: bovine methionine sulfoxide reductase A activation; activation, % at 10.6 µM; AID 602163; 360,000 tested, 0.3% active; purified bovine MsrA, absorbance read-out; in the data active = activation above about 7.5%;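 note: 0% = vehicle and 100% = reference activator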
SUMO1-SIM PPI: alters human SUMO1 binding to SIM partners. P63165. SUMO1 binding to a labelled peptide, TR-FRET, 1 h. inhibition, % at 20 µM. 360,000 tested, 0.33% active. AID 602429; in the data active = inhibition above about 37%
Target sequence (P63165 whole entry, looked up): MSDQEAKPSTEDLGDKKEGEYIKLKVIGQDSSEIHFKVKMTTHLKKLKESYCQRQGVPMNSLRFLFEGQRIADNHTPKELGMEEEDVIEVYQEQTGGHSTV
Scp-1 inhibitor: blocks human Scp-1 phosphatase activity. Q9GZU7. Recombinant Scp1, phosphopeptide, malachite green phosphate absorbance. inhibition, % at 20 µM. 340,000 tested, 0.88% active. AID 493091;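 active = inhibition above about 50% at 20 µM, limit read from the data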;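 note: plate controls were DMSO wells with enzyme for no effect and wells lacking enzyme for full effect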
Target sequence (Q9GZU7 76-261 limits assumed): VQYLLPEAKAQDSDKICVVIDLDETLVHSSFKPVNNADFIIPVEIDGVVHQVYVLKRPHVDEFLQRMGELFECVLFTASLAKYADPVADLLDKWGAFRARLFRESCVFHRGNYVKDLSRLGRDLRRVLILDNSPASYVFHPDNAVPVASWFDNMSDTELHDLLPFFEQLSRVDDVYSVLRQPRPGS
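Assay system: SCP-1 catalytic fragment, aa 76-261 | Buffer or medium: Tris acetate buffer pH 5.5 with MgCl2 and Tween-20 | Compound: One concentration, 20 µM, with 1.0% DMSO | Also added: Phospho 17-mer peptide substrate | Signal: Absorbance at 630 nm | Incubation: 45 min enzyme reaction at room temperature | Measure: % inhibition of SCP-1 phosphate liberation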
Active calls of the source: *.

Results for Cc1cc(=O)oc2c3c4c(cc12)OCCN4CCC3 ?
DNMT1 inh: 5; E coli Lon inh: -9; LMPTP inh: 5.9; STEP block: -3; Tb MetRS inh: 0.1; NRP1-CendR mod: -29; MsrA inh: 1.9; bovine MsrA act: -3; SUMO1-SIM PPI: -10; Scp-1 inhibitor: -6

What do the screens show for `O=C1CN(S(=O)(=O)c2ccc(Br)cc2)c2ccccc2N1`?
DNMT1 inh: 2; E coli Lon inh: 3; LMPTP inh: 0.3; STEP block: -2; Tb MetRS inh: 0.0; NRP1-CendR mod: -6; MsrA inh: -1.7; bovine MsrA act: -1; SUMO1-SIM PPI: -1; Scp-1 inhibitor: -16

Results for O=[N+]([O-])c1ccc2c(c1)S(=O)c1ccccc1-2 (stereo not drawn) ?
DNMT1 inh: 5; E coli Lon inh: 11; LMPTP inh: -0.2; STEP block: -6; Tb MetRS inh: 1.4; NRP1-CendR mod: 6; MsrA inh: 3.9; bovine MsrA act: -11; SUMO1-SIM PPI: -36; Scp-1 inhibitor: 3

What do the screens show for `O=C(O)C1C2C=CC(C2)C1C(=O)NCc1cccnc1` (stereo not drawn)?
DNMT1 inh: -13; E coli Lon inh: 15; LMPTP inh: -2.6; STEP block: 3; Tb MetRS inh: 0.7; NRP1-CendR mod: 6; MsrA inh: -1.0; bovine MsrA act: 4; SUMO1-SIM PPI: -3; Scp-1 inhibitor: -5

What do the screens show for `COC(=O)c1cc(CNC(=O)CC(C)c2ccccc2)ccc1OC` (stereo not drawn)?
DNMT1 inh: 0; E coli Lon inh: 0; LMPTP inh: -0.5; STEP block: -1; Tb MetRS inh: -0.5; NRP1-CendR mod: 7; MsrA inh: 0.4; bovine MsrA act: -3; SUMO1-SIM PPI: 22; Scp-1 inhibitor: -2

How did Cc1cc2c(c(SCC(=O)N(C)c3ccccc3)n1)C(=O)OC2 do in these assays?
DNMT1 inh: 4; E coli Lon inh: -15; LMPTP inh: -1.6; STEP block: -2; Tb MetRS inh: -0.1; NRP1-CendR mod: 1; MsrA inh: -0.4; bovine MsrA act: -4; SUMO1-SIM PPI: -6; Scp-1 inhibitor: -2

What do the screens show for `CN1CCN(S(=O)(=O)c2cccc(C(=O)Nc3nccs3)c2)CC1`?
DNMT1 inh: -1; E coli Lon inh: 3; LMPTP inh: 0.9; STEP block: 0; Tb MetRS inh: -0.2; NRP1-CendR mod: 4; MsrA inh: 0.1; bovine MsrA act: -3; SUMO1-SIM PPI: 7; Scp-1 inhibitor: 9

How did Cn1c(SCC(=O)NNC(=O)c2ccc(Br)cc2)nnc1-c1cccnc1 do in these assays?
DNMT1 inh: -3; E coli Lon inh: 5; LMPTP inh: -1.0; STEP block: -2; Tb MetRS inh: 0.5; NRP1-CendR mod: -4; MsrA inh: -0.5; bovine MsrA act: -4; SUMO1-SIM PPI: 3; Scp-1 inhibitor: -8

How did COc1ccc(CCNC(=O)C(=O)Nc2nccs2)cc1OC do in these assays?
DNMT1 inh: 4; E coli Lon inh: -1; LMPTP inh: 0.3; STEP block: 0; Tb MetRS inh: 0.1; NRP1-CendR mod: -10; MsrA inh: -0.1; bovine MsrA act: 1; SUMO1-SIM PPI: 1; Scp-1 inhibitor: -2

How did CCc1cccc(CC)c1NC(=O)COC(=O)c1ccccc1-c1nc2ccccc2s1 do in these assays?
DNMT1 inh: -5; E coli Lon inh: -12; LMPTP inh: 1.2; STEP block: -1; Tb MetRS inh: 0.8; NRP1-CendR mod: -9; MsrA inh: -0.2; bovine MsrA act: 0; SUMO1-SIM PPI: -3; Scp-1 inhibitor: -7

What do the screens show for `COc1ccccc1N(CC(=O)NCCN1CCOCC1)S(=O)(=O)c1ccccc1`?
DNMT1 inh: -1; E coli Lon inh: -2; LMPTP inh: -2.9; STEP block: 2; Tb MetRS inh: -0.4; NRP1-CendR mod: -1; MsrA inh: -0.5; bovine MsrA act: -2; SUMO1-SIM PPI: 3; Scp-1 inhibitor: 1

Results for COc1cccc(CNC(=O)c2ccc(OC)c(S(=O)(=O)NC3CCCC3)c2)c1 ?
DNMT1 inh: 0; E coli Lon inh: 0; LMPTP inh: -0.1; STEP block: 0; Tb MetRS inh: -0.2; NRP1-CendR mod: 6; MsrA inh: -0.6; bovine MsrA act: -5; SUMO1-SIM PPI: 0; Scp-1 inhibitor: -12

What do the screens show for `O=C(Cc1ccc(-n2c(=O)[nH]c3ccccc3c2=O)cc1)N1CCN(c2cccc(Cl)c2)CC1`?
DNMT1 inh: -2; E coli Lon inh: -10; LMPTP inh: -1.3; STEP block: 2; Tb MetRS inh: -0.3; NRP1-CendR mod: -6; MsrA inh: -0.5; bovine MsrA act: -2; SUMO1-SIM PPI: 6; Scp-1 inhibitor: -4

Results for COc1ccccc1C1=NOC(COC(=O)c2ccc3ccccc3n2)C1 (stereo not drawn) ?
DNMT1 inh: 2; E coli Lon inh: -3; LMPTP inh: 0.0; STEP block: -2; Tb MetRS inh: -0.1; NRP1-CendR mod: -12; MsrA inh: 0.7; bovine MsrA act: -2; SUMO1-SIM PPI: -12; Scp-1 inhibitor: -6

Results for CCCCNC(=O)Cn1c(=O)oc2cc(S(=O)(=O)N3CC(C)CC(C)C3)ccc21 (stereo not drawn) ?
DNMT1 inh: -1; E coli Lon inh: 4; LMPTP inh: -1.0; STEP block: 4; Tb MetRS inh: -0.3; NRP1-CendR mod: -5; MsrA inh: 0.7; bovine MsrA act: -3; SUMO1-SIM PPI: -1; Scp-1 inhibitor: 4

Results for CN1CCCC1(C)C(=O)Nc1ccc(-n2cccc2)cc1 (stereo not drawn) ?
DNMT1 inh: 0; E coli Lon inh: -9; LMPTP inh: -0.4; STEP block: 1; Tb MetRS inh: 0.3; NRP1-CendR mod: 1; MsrA inh: 0.0; bovine MsrA act: 0; SUMO1-SIM PPI: -1

What do the screens show for `COc1ccc(N(CC(=O)Nc2cc(C)ccc2OC)S(=O)(=O)c2c(C)noc2C)cc1`?
DNMT1 inh: -6; E coli Lon inh: -7; LMPTP inh: 0.6; STEP block: 0; Tb MetRS inh: -0.8; NRP1-CendR mod: -16; MsrA inh: -0.8; bovine MsrA act: 1; SUMO1-SIM PPI: 4; Scp-1 inhibitor: -13

What do the screens show for `Cc1ccc(Oc2nc(CN3CCOCC3)nc3sc4c(c23)CCC(C)C4)cc1` (stereo not drawn)?
DNMT1 inh: 0; E coli Lon inh: 1; LMPTP inh: 2.6; STEP block: -1; Tb MetRS inh: -0.6; NRP1-CendR mod: -3; MsrA inh: 1.4; bovine MsrA act: -2; SUMO1-SIM PPI: 0; Scp-1 inhibitor: 2

What do the screens show for `CC(C)C1=NN(C(=O)c2ccccc2)C(O)(C(C)(C)C)C1` (stereo not drawn)?
DNMT1 inh: -3; E coli Lon inh: -7; LMPTP inh: -1.1; STEP block: -3; Tb MetRS inh: -0.1; NRP1-CendR mod: 2; MsrA inh: -0.5; bovine MsrA act: -1; SUMO1-SIM PPI: -2; Scp-1 inhibitor: -2

Results for Cn1c(C(C(=O)NCC2CCCO2)N(C(=O)Cn2nnc3ccccc32)C2CCCCC2)nc2ccccc21 (stereo not drawn) ?
DNMT1 inh: 2; E coli Lon inh: -7; LMPTP inh: -0.3; STEP block: -3; Tb MetRS inh: 0.4; NRP1-CendR mod: -6; MsrA inh: -0.7; bovine MsrA act: -2; SUMO1-SIM PPI: 3; Scp-1 inhibitor: 68*

How did O=C(NCc1ccccc1)C1=C[C@H](C2CC2)C[C@H](OCCCCO)O1 do in these assays?
DNMT1 inh: 2; E coli Lon inh: -10; LMPTP inh: -0.5; STEP block: 4; Tb MetRS inh: 0.3; NRP1-CendR mod: 3; MsrA inh: 0.9; bovine MsrA act: 0; SUMO1-SIM PPI: 6; Scp-1 inhibitor: 25

How did CC(O/N=C(\N)c1ccccc1)C(=O)Nc1cccc(C(F)(F)F)c1 (stereo not drawn) do in these assays?
DNMT1 inh: -1; E coli Lon inh: 1; LMPTP inh: 0.4; STEP block: -3; Tb MetRS inh: -0.2; NRP1-CendR mod: 1; MsrA inh: 0.4; bovine MsrA act: -2; SUMO1-SIM PPI: 6; Scp-1 inhibitor: -5

What do the screens show for `CC(OC(=O)Cc1n[nH]c(=O)c2ccccc12)C(=O)N(C)c1ccccc1` (stereo not drawn)?
DNMT1 inh: -2; E coli Lon inh: 4; LMPTP inh: -0.9; STEP block: -1; Tb MetRS inh: -0.2; NRP1-CendR mod: 18; MsrA inh: 0.6; bovine MsrA act: -4; SUMO1-SIM PPI: -5

Results for CCOC(=O)NC(NCc1cccc(C(F)(F)F)c1)(C(F)(F)F)C(F)(F)F ?
DNMT1 inh: 4; E coli Lon inh: 9; LMPTP inh: 0.2; STEP block: 2; Tb MetRS inh: -1.0; NRP1-CendR mod: -5; MsrA inh: 0.1; bovine MsrA act: -9; SUMO1-SIM PPI: 1; Scp-1 inhibitor: -1

Results for COCCc1nnc(NC(=O)C(C)C)s1 ?
DNMT1 inh: 0; E coli Lon inh: -1; LMPTP inh: -0.7; STEP block: 7; Tb MetRS inh: -0.2; NRP1-CendR mod: 1; MsrA inh: -1.8; bovine MsrA act: -2; SUMO1-SIM PPI: 3; Scp-1 inhibitor: -4

Results for COC(=O)/C(=C\Nc1ccccc1N)c1ncc(C(F)(F)F)cc1Cl ?
DNMT1 inh: -6; E coli Lon inh: 0; LMPTP inh: 0.1; STEP block: 1; Tb MetRS inh: -3.8; NRP1-CendR mod: 12; MsrA inh: 0.7; bovine MsrA act: -2; SUMO1-SIM PPI: 0; Scp-1 inhibitor: -10

Results for Cc1nc(CSc2ccccc2)cc(=O)[nH]1 ?
DNMT1 inh: -1; E coli Lon inh: 7; LMPTP inh: -1.0; STEP block: 1; Tb MetRS inh: -0.4; NRP1-CendR mod: 9; MsrA inh: -0.7; bovine MsrA act: -2; SUMO1-SIM PPI: -1; Scp-1 inhibitor: -4

How did Cn1c(N)c(C(=O)NCc2ccccc2)sc1=S do in these assays?
DNMT1 inh: -7; E coli Lon inh: 1; LMPTP inh: 1.4; STEP block: -2; Tb MetRS inh: -0.2; NRP1-CendR mod: -30; MsrA inh: 1.4; bovine MsrA act: 1; SUMO1-SIM PPI: -8; Scp-1 inhibitor: -6

What do the screens show for `Cn1c(=S)c2[nH]c(SCc3cccnc3)nc2n(C)c1=O`?
DNMT1 inh: -3; E coli Lon inh: 4; LMPTP inh: 42; STEP block: 1; Tb MetRS inh: -0.5; NRP1-CendR mod: 3; MsrA inh: 2.2; bovine MsrA act: -9; SUMO1-SIM PPI: -21; Scp-1 inhibitor: 7
